CXCR6 block – inhibitors of human CXCR6 receptor. O00574. CHO-K1 PathHunter CXCR6 beta-arrestin, luminescence. inhibition, % at 20 µM. 360,000 compounds, 0.36% hits. AID 602244; in the data active = inhibition above about 34%, passing the limit was not always enough;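 also: antagonist mode with CXCL16 agonist at 10 nM final; 0% = 10 nM CXCL16 with DMSO and 100% = unstimulated wells without agonist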
Target sequence (O00574 whole entry, looked up): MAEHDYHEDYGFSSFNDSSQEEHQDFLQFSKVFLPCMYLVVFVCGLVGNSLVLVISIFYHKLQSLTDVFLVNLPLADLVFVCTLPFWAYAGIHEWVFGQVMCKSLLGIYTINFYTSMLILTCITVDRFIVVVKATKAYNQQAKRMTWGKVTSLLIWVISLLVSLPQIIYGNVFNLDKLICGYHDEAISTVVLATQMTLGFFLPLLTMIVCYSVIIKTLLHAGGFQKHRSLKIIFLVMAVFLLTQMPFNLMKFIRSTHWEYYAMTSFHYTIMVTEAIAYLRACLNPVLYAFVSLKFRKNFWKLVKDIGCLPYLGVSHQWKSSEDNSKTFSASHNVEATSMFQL
EBI2 block – blocks human EBI2 receptor beta-arrestin signaling; P32249; EBI2 beta-arrestin recruitment, luminescence, 7a,25-OHC stimulated; inhibition, % at 5 µM; 360,000 compounds, 0.81% hits; AID 651636; in the data active = inhibition above about 38%;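 also: enzyme fragment complementation signal reports receptor beta-arrestin coupling in cells; 0% = agonist plus DMSO wells and 100% = wells without agonist; some results beyond the cut were filed as inactive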
Target sequence (P32249 whole entry, looked up, the tested form may be a part): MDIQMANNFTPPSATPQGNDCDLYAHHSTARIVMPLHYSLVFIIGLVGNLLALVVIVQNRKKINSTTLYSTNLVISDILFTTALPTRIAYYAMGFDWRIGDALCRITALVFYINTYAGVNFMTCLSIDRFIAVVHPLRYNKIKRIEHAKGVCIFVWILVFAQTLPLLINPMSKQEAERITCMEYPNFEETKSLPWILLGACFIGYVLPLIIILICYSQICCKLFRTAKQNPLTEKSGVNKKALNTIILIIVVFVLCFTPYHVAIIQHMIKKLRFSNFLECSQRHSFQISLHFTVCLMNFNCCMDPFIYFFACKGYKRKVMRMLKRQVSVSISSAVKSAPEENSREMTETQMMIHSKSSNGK
Starred values were filed as active, the others as inactive. Not all compounds are listed. The share of hits here may be higher or lower than overall.

How did COc1ccc(S(=O)(=O)NC(=O)C2(C)CCN2C(=O)C2(c3ccccc3)CC2)cc1 (configuration not stated) do in these assays?
CXCR6 block: -1; EBI2 block: 4

How did CC1(C(=O)NS(=O)(=O)c2cccc(Cl)c2)CCN1C(=O)C1CC1 (configuration not stated) do in these assays?
CXCR6 block: 4; EBI2 block: -4

How did COc1ccccc1N1CCN(C(=O)CCCCCn2c(=S)[nH]c3cc4c(cc3c2=O)OCO4)CC1 do in these assays?
CXCR6 block: 2; EBI2 block: -21

What do the screens show for `CCOCCCNC(=O)Cn1nc(-c2ccc(OC)c(OC)c2)ccc1=O`?
CXCR6 block: -2; EBI2 block: -9

How did O=c1[nH][nH]c2c1[C@H](c1ccc(F)cc1)O[C@H](CCc1ccccc1)C2 do in these assays?
CXCR6 block: -3; EBI2 block: -1

How did Cc1c(NC(=O)c2cccc(NC(=O)Cc3ccccc3Cl)c2)c(=O)n(-c2ccccc2)n1C do in these assays?
CXCR6 block: -5; EBI2 block: -5

Results for CC(=O)N1CCCC(C)(C(=O)N(C)Cc2cccc3ccccc23)C1 (configuration not stated) ?
CXCR6 block: 3; EBI2 block: 1

Results for CCN(CC)C(=O)C1=C(C)N(Cc2ccccc2)C(=O)C(CC(=O)NCCN2CCOCC2)C1 (configuration not stated) ?
CXCR6 block: -3; EBI2 block: -4

How did CNc1cccc(-c2cccc(C(=O)N3CCOCC3)c2)n1 do in these assays?
CXCR6 block: 0; EBI2 block: -7

How did CCCC(=O)N1CCC1(C)C(=O)Nc1ccc(OC(F)F)cc1 (configuration not stated) do in these assays?
CXCR6 block: 2; EBI2 block: -1

What do the screens show for `CC(C)CC1C(=O)N(Cc2cn(Cc3ccco3)nn2)CCS(=O)(=O)N1Cc1ccc(-c2ccc(Cl)c(Cl)c2)cc1` (configuration not stated)?
CXCR6 block: -4; EBI2 block: 29

How did O=C(NCc1ccccc1)C1c2ccccc2OCC(=O)N1Cc1cccnc1 (configuration not stated) do in these assays?
CXCR6 block: -3; EBI2 block: -11

What do the screens show for `CCCCN(C=O)c1c(CC)nc2c(OCc3cc(Cl)cc(Cl)c3)cccn12`?
CXCR6 block: 17; EBI2 block: 30

What do the screens show for `Cc1nccn1-c1ccc(NC(=O)[C@H]2O[C@@H](n3cnc4c(N)ncnc43)[C@H](O)[C@@H]2O)cc1`?
CXCR6 block: -1; EBI2 block: -7

Results for C[C@H](CO)N1C[C@H](C)[C@H](CN(C)C(=O)c2cc(-c3ccccc3)on2)OCc2cnnn2CCCC1=O ?
CXCR6 block: -2; EBI2 block: -5

Results for CCOC(=O)[C@]12CCC=C1N(Cc1ccco1)C(=O)[C@H](CC(=O)NCc1cccc3ccccc13)C2 ?
CXCR6 block: -1; EBI2 block: 6

How did CC(C)c1cc(C(=O)NC2CCCCCC2)c2ccccc2n1 do in these assays?
CXCR6 block: 8; EBI2 block: -2

What do the screens show for `C(=C\c1ccccc1)/CN1CCN(C(c2cccc3ccccc23)c2nnnn2-c2ccc3c(c2)OCCO3)CC1` (configuration not stated)?
CXCR6 block: 6; EBI2 block: 55*

How did CC1(C(=O)NCc2ccc3c(c2)OCO3)CCN1C(=O)Cc1ccc(Cl)cc1Cl (configuration not stated) do in these assays?
CXCR6 block: 0; EBI2 block: -1

Results for CN(CCO)c1ccc2c(c1)OC[C@@H](Cc1ccccc1)NS2(=O)=O ?
CXCR6 block: -6; EBI2 block: 0

Results for CCCCn1nnnc1C1(C)CCC(=O)N1Cc1cc(OC)ccc1OC (configuration not stated) ?
CXCR6 block: -4; EBI2 block: 7

What do the screens show for `CCCCCC(=O)N1C[C@@H](O)[C@H](n2cc(C3CC3)nn2)C[C@@H]1c1ccc(Cl)cc1`?
CXCR6 block: 3; EBI2 block: 9

How did O=C(COc1ccc(Br)cc1)N(Cc1nnc(-c2ccccc2Cl)o1)C1CC1 do in these assays?
CXCR6 block: -3; EBI2 block: 5

What do the screens show for `Cc1ccc(C(=O)NCC(=O)OCc2nnc(-c3ccc([N+](=O)[O-])cc3)o2)cc1`?
CXCR6 block: -5; EBI2 block: -9

Results for CCNC(=O)C1(C)CCN(Cc2ccc(C(=O)OCC)o2)C1 (configuration not stated) ?
CXCR6 block: -6; EBI2 block: -9

What do the screens show for `O=C(Nc1ccc2c(c1)OCO2)c1csc(COCCO)n1`?
CXCR6 block: 0; EBI2 block: -3

How did COC(=O)NC1CC2C=CC1C1C=CC21 (configuration not stated) do in these assays?
CXCR6 block: 6; EBI2 block: -3

What do the screens show for `CC(C)C1C(=O)N(Cc2cn(CCC3OCCCO3)nn2)CCS(=O)(=O)N1Cc1ccc(-c2cccc(CO)c2)cc1` (configuration not stated)?
CXCR6 block: 1; EBI2 block: 6

What do the screens show for `CCCCCCSc1ccc(-c2nc3ccc(C)cn3c2NCCCC)cc1OC`?
CXCR6 block: 20; EBI2 block: 63*

Results for CC1(C(=O)NS(=O)(=O)c2ccc(Cl)cc2)CCN1C(=O)Cc1cc(F)ccc1F (configuration not stated) ?
CXCR6 block: 0; EBI2 block: 9

How did CCCNC(=O)C1(C)CCN(C(=O)c2oc3ccccc3c2C)C1 (configuration not stated) do in these assays?
CXCR6 block: -8; EBI2 block: 5

Results for COc1ccc(C#Cc2cnc3c(c2)C(=O)N([C@H](C)CO)C[C@@H](C)[C@H](CN(C)C(=O)CN(C)C)O3)cc1 ?
CXCR6 block: 3; EBI2 block: -7

How did Cc1cc(C)cc(-n2c3ccc(NC(=S)NC4CCCCC4)cc3c(=O)n2C)c1 do in these assays?
CXCR6 block: 0; EBI2 block: 6

What do the screens show for `CCCCCCn1cc(CN2CC(N3CCN(Cc4cccc(C)c4)CC3)CS2(=O)=O)nn1` (configuration not stated)?
CXCR6 block: -2; EBI2 block: -1

What do the screens show for `NC(c1ccccc1)c1csc(Nc2ccc(C(=O)c3ccccc3)cc2)n1` (configuration not stated)?
CXCR6 block: -7; EBI2 block: -8

Results for CC(=O)c1ccc(OCc2c(-c3ccccc3)nnn2CC(=O)NS(=O)(=O)c2ccccc2C)cc1 ?
CXCR6 block: 2; EBI2 block: 0

How did O=c1c(N=Nc2ccccc2)c[nH]n1-c1ccccc1 do in these assays?
CXCR6 block: 21; EBI2 block: 0

What do the screens show for `C[C@@H]1CN([C@@H](C)CO)C(=O)c2cc(Br)cnc2O[C@H]1CN(C)C(=O)CN1CCOCC1`?
CXCR6 block: -5; EBI2 block: -3

Results for COc1cc(CN2C[C@@H](CO)O[C@@H](n3cnc4c(N5CCCC5)ncnc43)C2)cc(OC)c1OC ?
CXCR6 block: 0; EBI2 block: -10

Results for CC(=O)Oc1ccccc1Cn1c(C)c(C(=O)NCc2ccccc2C(F)(F)F)sc1=O ?
CXCR6 block: 2; EBI2 block: 10

Results for O=C(COC(=O)CCNS(=O)(=O)c1ccc(Cl)cc1)NCc1ccccc1 ?
CXCR6 block: -1; EBI2 block: -3

How did COc1ccc(CN2CCC(C)(Oc3ccc4c(c3)OCO4)C2)c2ccccc12 (configuration not stated) do in these assays?
CXCR6 block: 3; EBI2 block: 5

Results for CCOC(=O)C(=O)N(C)c1c(CC)nc2c(OCc3ccccc3OC)cccn12 ?
CXCR6 block: 6; EBI2 block: -4

How did C[C@@H]1CCCCO[C@H](CN(C)Cc2ccc(Cl)c(Cl)c2)[C@@H](C)CN([C@H](C)CO)C(=O)c2cc(N(C)C)ccc2O1 do in these assays?
CXCR6 block: 2; EBI2 block: -5

How did CCc1nc2ccc(C(=O)N3CCN(S(=O)(=O)CC)CC3)cn2c1N(CCC(C)C)CCN(C)C do in these assays?
CXCR6 block: -3; EBI2 block: -15

Results for O=C1CCN(C(=O)c2ccccc2)c2ccccc21 ?
CXCR6 block: 1; EBI2 block: 4

How did CCCC1NC(=O)c2cccnc2-n2c1nc1ccccc1c2=O (configuration not stated) do in these assays?
CXCR6 block: -5; EBI2 block: -9

What do the screens show for `CC1C2CCC(C2)C1OC(=O)c1ccccc1C(=O)O` (configuration not stated)?
CXCR6 block: -4; EBI2 block: -1

How did COc1ccccc1C(=O)N/C(=C\c1cn(S(=O)(=O)N(C)C)c2ccccc12)C(=O)N1CCN(C)CC1 do in these assays?
CXCR6 block: 3; EBI2 block: 3

Results for COc1ccc(-c2csc(C(NC(C)=O)c3cccc(F)c3)n2)cn1 (configuration not stated) ?
CXCR6 block: 4; EBI2 block: -11

Results for COc1ccc(Cc2nc3ccc(C(=O)N4CCC(C(N)=O)CC4)cc3o2)cc1 ?
CXCR6 block: -5; EBI2 block: -7

How did C(=NNC1=NCCN1)c1ccnc2ccccc12 do in these assays?
CXCR6 block: 0; EBI2 block: -7

Results for OC[C@@H]1CN(Cc2ccc3c(c2)OCO3)C[C@H](n2cnc3c(N4CCOCC4)ncnc32)O1 ?
CXCR6 block: 2; EBI2 block: 9

Results for O=C1NC[C@@H](CCCCN2C[C@H](Cc3ccc(O)cc3)N(CCc3ccccc3)C(=O)C2=O)N(CC2CCCCC2)C1=O ?
CXCR6 block: -3; EBI2 block: -8

Results for COc1ccc(-c2noc(CCC(=O)NC3CCCCCC3)n2)cc1OC ?
CXCR6 block: -3; EBI2 block: -6

What do the screens show for `COc1ccccc1CN1CC(C(=O)NCC2(O)CCCCC2)CCC1=O` (configuration not stated)?
CXCR6 block: -8; EBI2 block: 6

What do the screens show for `CC1(C(=O)NS(=O)(=O)c2cccc(C#N)c2)CCN1C(=O)c1ccccc1` (configuration not stated)?
CXCR6 block: -5; EBI2 block: -2

How did O=C(c1ccccc1)n1c2ccccc2c(=O)n1-c1ccccc1CCl do in these assays?
CXCR6 block: -10; EBI2 block: -7

Results for CCOC(=O)C1=NOC2(C1)C(=O)Nc1ccc(OC(F)(F)F)cc12 (configuration not stated) ?
CXCR6 block: -8; EBI2 block: -4

Results for Cc1cccc(CNC(=O)C2CCC(=O)N(CC3CCCCC3)C2)c1 (configuration not stated) ?
CXCR6 block: 2; EBI2 block: -4

For reference, part of the list above.
How did COc1ccc(S(=O)(=O)NC(=O)C2(C)CCN2C(=O)C2(c3ccccc3)CC2)cc1 (configuration not stated) do in these assays?
CXCR6 block: -1; EBI2 block: 4

How did CC1(C(=O)NS(=O)(=O)c2cccc(Cl)c2)CCN1C(=O)C1CC1 (configuration not stated) do in these assays?
CXCR6 block: 4; EBI2 block: -4

How did COc1ccccc1N1CCN(C(=O)CCCCCn2c(=S)[nH]c3cc4c(cc3c2=O)OCO4)CC1 do in these assays?
CXCR6 block: 2; EBI2 block: -21

What do the screens show for `CCOCCCNC(=O)Cn1nc(-c2ccc(OC)c(OC)c2)ccc1=O`?
CXCR6 block: -2; EBI2 block: -9

How did O=c1[nH][nH]c2c1[C@H](c1ccc(F)cc1)O[C@H](CCc1ccccc1)C2 do in these assays?
CXCR6 block: -3; EBI2 block: -1

How did Cc1c(NC(=O)c2cccc(NC(=O)Cc3ccccc3Cl)c2)c(=O)n(-c2ccccc2)n1C do in these assays?
CXCR6 block: -5; EBI2 block: -5

Results for CC(=O)N1CCCC(C)(C(=O)N(C)Cc2cccc3ccccc23)C1 (configuration not stated) ?
CXCR6 block: 3; EBI2 block: 1

Results for CCN(CC)C(=O)C1=C(C)N(Cc2ccccc2)C(=O)C(CC(=O)NCCN2CCOCC2)C1 (configuration not stated) ?
CXCR6 block: -3; EBI2 block: -4

How did CNc1cccc(-c2cccc(C(=O)N3CCOCC3)c2)n1 do in these assays?
CXCR6 block: 0; EBI2 block: -7

How did CCCC(=O)N1CCC1(C)C(=O)Nc1ccc(OC(F)F)cc1 (configuration not stated) do in these assays?
CXCR6 block: 2; EBI2 block: -1

What do the screens show for `CC(C)CC1C(=O)N(Cc2cn(Cc3ccco3)nn2)CCS(=O)(=O)N1Cc1ccc(-c2ccc(Cl)c(Cl)c2)cc1` (configuration not stated)?
CXCR6 block: -4; EBI2 block: 29

How did O=C(NCc1ccccc1)C1c2ccccc2OCC(=O)N1Cc1cccnc1 (configuration not stated) do in these assays?
CXCR6 block: -3; EBI2 block: -11

(continued)
Results for CCCCC1Cc2[nH]c(=S)[nH]c(=O)c2C(C(C)C)O1 (configuration not stated) ?
CXCR6 block: 3; EBI2 block: -6

What do the screens show for `CC1=C(C(=O)N2CCOCC2)CC(CC(=O)NCC2CCCCC2)C(=O)N1Cc1ccccc1` (configuration not stated)?
CXCR6 block: 10; EBI2 block: -2

Results for Cc1cc2nc(-c3ccccc3Br)n(/C=C(\c3ccccc3)n3c(=O)[nH]c4ccccc43)c2cc1C ?
CXCR6 block: 4; EBI2 block: 13

How did Cc1ccc(-c2nc3c(Cl)cc(C(F)(F)F)cn3c2Cc2cccc(F)c2)cc1 do in these assays?
CXCR6 block: -9; EBI2 block: 6

Results for CC(NC(=O)c1cccc2c1Oc1ccccc1S2)C(=O)O (configuration not stated) ?
CXCR6 block: -1; EBI2 block: -3

What do the screens show for `CCNC(=O)C1CCCN(C(=O)c2c(-c3ccccc3)noc2C)CC1` (configuration not stated)?
CXCR6 block: -2; EBI2 block: -2

Results for CC(=O)Nc1cccc(-c2ccnc3c2CC(C(=O)NCc2ccco2)O3)c1 (configuration not stated) ?
CXCR6 block: -6; EBI2 block: -17

How did C[C@@H]1CN([C@@H](C)CO)S(=O)(=O)c2ccc(Br)cc2O[C@H]1CN(C)Cc1ccc(-c2ccccc2)cc1 do in these assays?
CXCR6 block: -5; EBI2 block: 21

Results for CC(C)C[C@H]1CN(CCCC[C@H]2CNC(=O)C(=O)N2CC2CCCCC2)C(=O)C(=O)N1CC1CCCCC1 ?
CXCR6 block: -8; EBI2 block: 3

What do the screens show for `S=C(NNC(=S)Nc1ccc(Cl)cc1)NNc1ccccc1`?
CXCR6 block: 22; EBI2 block: 32

What do the screens show for `COc1ccc(C(N)c2csc(Nc3ccc(C(=O)c4ccccc4)cc3)n2)cc1` (configuration not stated)?
CXCR6 block: -2; EBI2 block: 7
